# Compound activity (PubChem)
# p53ts 39C kill = qHTS Screen for Compounds that Selectively Target Cancer Cells with p53 Mutations: Cytotoxicity of p53ts Cells at the Nonpermissive Temperature | H1299-p53A138V viability at 39C, ATP luminescence, 24 h | Potency, µM (titrated, usually from 46.1 µM), for inactives: at the top dose activity change, negative = cell killing, usual class: cytotoxic | AID 902, 2007 | hit rate 1.5% among 130,000; also: nearly all actives have a fitted effect of over 55% in size
# Peg3 imprint = qHTS Assay for Compounds that Induce Erasure of Genomic Imprints | hit rate 0.02% among 110,000 | AID 1948, 2009 | mouse ES Peg3-LacZ reporter, beta-gal luminescence, 40 h | Potency, µM (series often up to 60.7 µM), for inactives: at the highest dose activity change, positive = activation, usual class: activators;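 also: 0% = negative control wells on the plate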
#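 Each well holds 300 Peg3LacZ-Neo (maternal) female ES cells incubated 40 h at 37C, 5% CO2. LacZ is measured by BetaGlo luminescence, with AC50 and maximum efficacy derived from dose-response curves.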
# IkB signaling = IkB Signaling; ABC-DLBCL IkBa-CBG/CBR dual luciferase ratio, 4 h; response scale: scaled: untreated 0%, proteasome inhibitor 100%; hit rate 0.04% among 110,000; Potency, µM (series often up to 57.1 µM), for the others: top-dose IkBa stabilization activation; active = well fitted curve in the direction sought with a large enough effect in the signal ratio, not every such curve was filed as active; inconclusive = small, poorly fitted or top-dose-only effect, or a change in a side signal; the % refers to the signal ratio;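 also: the direction sought is a rising ratio; 0% = basal untreated cells and 100% = reference inhibitor full response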
#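 Luminescence ratio of IκBα-fused green versus native red beetle luciferase in OCI-Ly3 cells, 4 h post-doxycycline with compound; red signal alone, scaled from basal (0%) to zero light (-100%), flagged nonspecific or cytotoxic effects.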
# p53ts 32C kill = qHTS Screen for Compounds that Selectively Target Cancer Cells with p53 Mutations: Cytotoxicity of p53ts Cells at the Permissive Temperature. hit rate 0.93% among 130,000. Potency, µM (top dose mostly 46.1 µM), without a hit: top-dose activity change, negative = cytotoxicity, hits mostly cytotoxic. H1299-p53A138V at 32C, ATP luminescence viability, 24 h. AID 924, 2007;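 also: 0% = DMSO and -100% = full killing by reference compound; nearly all actives have a fitted effect of over 55% in size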
#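 Cells: H1299 p53ts (A138V), 600/well, pre-incubated 16–30 h at 37C. Cpd up to 46 uM, 24 h, 32C. Readout: ATPlite luminescence, 20 min RT. Normalization: DMSO vs tamoxifen 100 uM. AC50 by Hill equation.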
# An asterisk follows results filed as active; ? = inconclusive; / = no result given; & = joins results of further samples; [ ] = another dose, or the depositor's remark. Unless noted, calls follow the shape of the dose curve; as a rule, active = well fitted curve in the direction sought with a large enough effect; inconclusive = small, poorly fitted or top-dose-only effect, or another doubt; inactive = no such curve, though single readings can be large; an effect the other way counts as inactive or inconclusive. Unless noted, % is scaled to controls: 0 for no effect and ±100 for the full control effect; potency is read from the fitted curve at half-maximal effect.
SMILES,p53ts 39C kill,Peg3 imprint,IkB signaling,p53ts 32C kill
CCC(OC(=O)c1cc2sccc2n1C)C(=O)NCc1ccco1 (stereo unspecified),-2%,-13%,?,2%
CCCCC(=O)Nc1nnn(CCC)n1,13%,-4%,-5.4%,0%
CCn1c(SCc2ccccc2Cl)nc(=O)c2c(C(=O)OC)cc(C3CC3)nc21,13µM*,1%[10.9 µM],?,10%
CCCCOc1ccc(CN2CCCCC2)cc1,-1%,-15%,-1.3%,-19%
CN(C)C(=O)COc1ccc2cc(-c3ccccc3)c(=O)oc2c1,-6%,-47%[inhibitor],-12%,-17%
O=c1c(-c2ccc(F)cc2)nc2cncnc2n1-c1ccccc1,-3%,-5%,0.9%[11.4 µM],-1%
COc1ccc(OCC(=O)Nc2ccc(C)cc2)cc1,-1%,-11%,-2.4%,-4%
O=C(CSc1nccn1-c1ccccc1)N1CCc2ccccc21,-1%,-13%,2.4%,-19%
CC(C)CNS(=O)(=O)c1ccc(S(=O)(=O)N2CCCN(Cc3ccccc3)C2)cc1,-13%,-6%,2.0%,-4%
CNc1nc(SCC(=O)OC)nc(N2CCOCC2)n1,-10%,-3%,0.4%,6%
Cn1c(SCCOc2ccccc2Cl)nnc1-c1ccncc1,9%,?,-7.7%,4%
COCc1cc(=O)n2[nH]c(-c3cccc(Br)c3)cc2n1,-18%,-65%[inhibitor],?,-23%
O=C(CN1C(=O)CCSc2ccccc21)Nc1ccccc1F,10%,?,-1.0%,0%
COc1ccc(-c2nc3ccccc3o2)cc1NC(=O)c1ccc(OCC(C)C)cc1,0%,8%[10.9 µM],-2.4%,0%
CCOc1ccc(NC(=O)N2CCC(n3c(=O)[nH]c4ccccc43)CC2)cc1,8%,-20%,1.0%,3%
C=C1c2c(Cl)ccc(O)c2C(O)=C2C(=O)[C@@]3(O)C(O)=C(C(N)=O)C(=O)[C@@H](N(C)C)[C@@H]3[C@@H](O)[C@H]12,13%[20.6 µM],-16%[16.8 µM],3.2%[25.6 µM],0%[20.6 µM]
COc1cccc(N2CCN(S(=O)(=O)c3cc(-c4cc(C)no4)ccc3C)CC2)c1,-5%,-18%[10.9 µM],?,5%
CC(C)CC1(C(=O)O)C=CCN1C(=O)c1ccccc1 (stereo unspecified),1%,-3%,/,-4%
C=C(C)CC1(c2ccccc2)Oc2ccccc2-c2nc3cc(Cl)c(Cl)cc3nc21 (stereo unspecified),11%[9.22 µM],/,/,7%[9.22 µM]
CCOc1c(S(=O)(=O)N2CCCC2)ccc(Cl)c1Cl,8%,-15%,-2.4%,3%
CSc1n[nH]c(NC2=CC(=O)CCC2)n1,4%,2%,-0.6%,12%
Cc1cc(C(F)F)n2ncc(C(=O)N3CCc4ccccc4C3)c2n1,-3%,-5%,0.0%,2%
CC(=O)N1c2c(cc(Br)cc2S(=O)(=O)NCc2ccc3c(c2)OCO3)CC1C (stereo unspecified),0%,-12%,0.1%,-1%
CCOc1ccccc1CNC(=O)c1cc2n(n1)CCCN(Cc1ccc(C)cc1)C2=O,5%,-10%[10.9 µM],0.6%,2%

# Single records, from the list above:
# `CCOc1c(S(=O)(=O)N2CCCC2)ccc(Cl)c1Cl` across the screens: p53ts 39C kill: 8%; Peg3 imprint: -15%; IkB signaling: -2.4%; p53ts 32C kill: 3%
# `CCCCC(=O)Nc1nnn(CCC)n1` across the screens: p53ts 39C kill: 13%; Peg3 imprint: -4%; IkB signaling: -5.4%; p53ts 32C kill: 0%

# Carrying on.
SMILES,p53ts 39C kill,Peg3 imprint,IkB signaling,p53ts 32C kill
Cc1ccc(S(=O)(=O)CCc2ccccn2)cc1,-2%,-5%,-0.1%,1%
FC(F)(F)c1cc(-c2ccco2)nc(NCc2ccco2)n1,-8%,-31%[inhibitor],26%,3%
COc1cccc(-c2nnc(SCCC(=O)O)n2C)c1,?,-37%[inhibitor],-0.4%,-7%
O=C(NCCc1ccccc1)C1CCCN(S(=O)(=O)c2cccc3nonc23)C1 (stereo unspecified),19%,-5%,1.4%,11%
Cn1cnnc1SCC(=O)Nc1sc2c(c1C(N)=O)CCC2,-8%,-6%,1.4%,8%
Brc1ccc(Nc2c3c(nc4nncn24)CCC3)cc1,-7%,-22%[10.9 µM],3.3%,-2%
COc1ccc(N2CCN(C(=O)c3nc(SC)ncc3Cl)CC2)cc1,-8%,-34%[inhibitor][10.9 µM],0.3%,7%
O=c1c2c3c(sc2ncn1/N=C/c1ccccc1)CCCC3,20%,/,/,1%
CC(=O)Nc1ccccc1-c1nc2ccccc2n(CC(=O)Nc2ccc(C)c(Cl)c2)c1=O,-10%,8%[10.9 µM],0.8%,-10%
O=c1c(-c2ccc(F)cc2)coc2c3c(ccc12)OCCO3,-3%,-6%,0.3%,-7%
COc1ccc2cc(CN(CCc3ccccc3)Cc3nnnn3CC3CCCO3)c(=O)[nH]c2c1 (stereo unspecified),8%,-8%,-0.5%,0%
CCc1nn2c(=O)cc(COC(=O)c3cccc(NC(=O)COc4ccccc4)c3)nc2s1,-1%,7%[10.9 µM],?,-10%
COc1ccc(C)cc1-n1nnnc1SCn1nnc2ccccc2c1=O,-15%,-17%,1.0%,-15%
S=c1nc(-c2ccccc2)n(Cc2ccco2)c2c1CCCC2,4%,/,/,-3%
Cc1ccc(S(=O)(=O)n2nc(C)c(S(=O)(=O)N3CCC(C)CC3)c2C)cc1,-12%,-14%[10.9 µM],0.5%,0%
O=C(CSc1nc(=O)n(CCN2CCOCC2)c2c1CCC2)Nc1ccccc1,-8%,-4%[10.9 µM],-1.1%,-4%
Cc1cccc(C)c1NC(=O)N1C2CCCC1CC(NC(=O)C(C)(C)C)C2 (stereo unspecified),9%,-8%,0.2%,-2%
CCN(CC)c1cc(C)c2cc(NC(=O)c3ccccc3Cl)ccc2n1,?,-8%[10.9 µM],8.7%,-7%
CCCCCNCCCCC,6%,0%,-3.5%,-11%[1.84 µM]
NS(=O)(=O)c1ccc(CCNC(=O)C2CCCN2C(=O)OCc2ccccc2)cc1 (stereo unspecified),-5%,6%,2.2%,-19%
CCn1c(N2CCN(CC(=O)c3ccc(OC)cc3)CC2)nc2ccccc21,4%,-13%,0.4%,-3%
CC(C)CCn1c(CN(C)Cc2ccccc2)nc2c1c(=O)n(C)c(=O)n2C,12%,-4%,-2.4%,-3%
Cc1cc(N2CCC(C(=O)NC3CCCCC3)CC2)nc(-c2ccccc2)n1,3%,2%,2.5%,10%
COC(=O)c1ccc(C23CC4(C2)[C@H](CN(Cc2cccnc2)[C@@H]4c2ccccc2)C3c2ccccc2)cc1 (stereo partly specified),-1%,-17%,/,6%
COc1cccc(-c2nnc(SCC(=O)N3CC(C)CC(C)C3)o2)c1 (stereo unspecified),-4%,-21%,8.8%,-9%
CCCOC(=O)c1c(N)sc2c1CCC2,17%,-10%,-0.4%,3%
Cc1ccccc1-c1nnc(SCc2ccccc2F)o1,-6%,-29%,-1.4%,-16%
CN(C)c1nc(-c2ccccc2)c2cnn(Cc3ccccc3)c2n1,-21%,-17%,2.9%,2%
COc1cc(Cl)ccc1NC(=O)COc1ccccc1C(=O)N1CCN(c2ccc(O)cc2)CC1,-22%,-2%,?,-10%
O=S(=O)(Cc1ccccc1)N1CCC(c2nc(-c3cccs3)no2)CC1,-11%,-7%,?,-11%
O=C(Nc1nc2ccc(S(=O)(=O)N3CCCC3)cc2s1)c1ccc(F)cc1,?,5%[10.9 µM],-1.2%,1%
COc1ccc(OC)c(NC(=O)c2cc(S(=O)(=O)NCCc3ccc(Cl)cc3)ccc2F)c1,-14%,?,?,7%
Cc1ccc2cc(CN(Cc3cccs3)C(=O)c3ccco3)c3nnnn3c2c1C,-2%,2%,-0.8%,-2%
O=C(Cc1cn2ccsc2n1)OCc1nc2ccccc2s1,-11%,-6%,3.3%,-26%
COC(=O)C(C(=O)NCC1CCCO1)C1CCCCCC1 (stereo unspecified),9%,24%,0.4%,-3%
COc1ccc(-c2nn(-c3ccccc3)cc2CNC(=O)c2cccc([N+](=O)[O-])c2)cc1,-6%,/,/,-4%

# Random excerpt: 2 compounds from above
SMILES,p53ts 39C kill,Peg3 imprint,IkB signaling,p53ts 32C kill
Cc1ccc2cc(CN(Cc3cccs3)C(=O)c3ccco3)c3nnnn3c2c1C,-2%,2%,-0.8%,-2%
O=S(=O)(Cc1ccccc1)N1CCC(c2nc(-c3cccs3)no2)CC1,-11%,-7%,?,-11%

# (continued)
SMILES,p53ts 39C kill,Peg3 imprint,IkB signaling,p53ts 32C kill
N=c1c2c(-c3ccccc3)c(-c3ccccc3)oc2ncn1CCCN1CCOCC1,-19%,11%,-3.1%,-11%
COCCn1c(=O)[nH]c2cc(C(=O)N3CCN(c4ccccc4)CC3)ccc2c1=O,-9%,5%[10.9 µM],?,2%
O=c1c(S(=O)(=O)c2ccc(Cl)cc2)cn(Cc2ccc(F)cc2)c2ccc(F)cc12,3%,-2%[10.9 µM],1.8%,13%
Cc1cccc(NC(=O)c2sc3nc4c(cc3c2N)CN(C(C)C)CC4)c1,-17%,-13%[10.9 µM],?,-13%
Cc1cc(S(=O)(=O)Nc2cccc(C(=O)O)c2)c(C)c(S(=O)(=O)c2ccccc2)c1,10%,-10%[10.9 µM],?,-1%
Cc1cc(C)nc(NS(=O)(=O)c2ccc(NC(=O)C3CC(=O)N(c4ccccc4)C3)cc2)n1 (stereo unspecified),-1%,-7%,1.9%,8%
O=C(Nc1ccc(C(=O)OCc2cc(=O)n3c4c(sc3n2)CCCC4)cc1)c1ccccc1,-20%,-32%[inhibitor][10.9 µM],-1.2%,-1%
CCOc1cc(-c2nc3ccccn3c2NCC2CCCO2)ccc1O (stereo unspecified),-10%,-13%,1.3%,-4%
CC(C)Oc1ccc(C(=O)N2CCCC2C(=O)O)cc1 (stereo unspecified),4%,-2%,-0.9%,-5%
CCOc1ccc(-c2[nH]ncc2-c2ccc(OC)c(OC)c2)c(O)c1,-17%,-14%,0.0%,9%
CC(=O)c1cccc(NC(=O)Cn2nc(C(F)(F)F)c3c2CCC3)c1,6%,4%[10.9 µM],-0.7%,2%
COc1ccc(C(=O)Nc2nnc(S(=O)(=O)N3CCC(C)CC3)s2)cc1OC,?,-10%[10.9 µM],?,?
C1CCC(c2nn3c(-c4n[nH]c5c4CCC5)nnc3s2)CC1,0%,-18%,-1.5%,5%
CCN(CC)C(=O)c1sc(N)c(C(=O)OC(C)C)c1C,-3%,/,/,?
Cc1ccc(C)c2[nH]c(=O)c(CN(CCN3CCCC3)C(=O)Nc3ccc(F)cc3)cc12,-18%,-14%,0.6%,-5%
CN1CCN(S(=O)(=O)c2cccc(C(=O)N(c3ccccn3)C3CCCCC3)c2)CC1,8%,-8%,0.3%,1%
Cc1noc(C)c1CSCC(=O)N1CCN(c2ccc(F)cc2)CC1,-6%,-12%,?,2%
COc1ccc(C(=O)NC(C)c2nc3ccccc3[nH]2)cc1OC (stereo unspecified),-4%,-3%,-1.6%,5%
O=C(CCn1ccc2cc(S(=O)(=O)N3CCCC3)ccc21)NCc1cccc(Br)c1,-7%,?,?,1%
CC[C@H](CC[C@@H](C)C1CC[C@H]2[C@@H]3CC=C4C[C@@H](O)CC[C@]4(C)[C@H]3CC[C@]12C)C(C)C (stereo partly specified),-3%,-1%,/,0%
CCn1c(COc2ccccc2C)nnc1SCC(=O)NCc1ccccc1,-28%,-6%,-0.8%,-5%
O=C(C1CCN(S(=O)(=O)c2ccc(Br)s2)CC1)N1CCN(c2cccc(C(F)(F)F)c2)CC1,-19%,-18%[10.9 µM],4.9%,3%
CCC(C)Sc1nc2c([nH]c3ccccc32)c(=O)n1C (stereo unspecified),-5%&-8%,?,-3.8%&-0.2%,2%&1%
O=C(Cn1nnc(-c2cccc(C(F)(F)F)c2)n1)NCc1ccc(F)cc1,19%,12%[10.9 µM],4.0%,-6%
Cc1ccc(C)c(NC(=O)c2ccc3c(c2)CCCN3S(C)(=O)=O)c1,-11%,-10%[10.9 µM],-1.2%,4%
Cc1nc(SCC(=O)c2c(C)[nH]c3ccccc23)c2c(=O)n(C)c(=O)n(CC(C)C)c2n1,-3%,1%,1.1%,7%
